# Cardio protect: modulators protecting cardiomyocytes from myocardial damage | H9c2 cardiomyocytes, H2O2 injury protection, ATPLite, 2 h | protection from H2O2 cell death, % at 20 µM | AID 588492 | actives 0.63% (n = 360,000);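 active means compounds giving at least 50% protection of heart cells from peroxide-induced death in the single-dose screen, raw or plate-pattern-corrected value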;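 further: 0% = DMSO wells with peroxide and 100% = DMSO wells without peroxide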
# aDG glyco up: increases alpha dystroglycan glycosylation; AID 624168; activation, % at 10 µM; actives 0.22% (n = 360,000); Pro5-aDG cells, alpha-DG glycosylation AlphaScreen (IIH6); 0% Pro5, 100% B10-LARGE cell signal;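 active means activation of at least 8% versus controls, or a plate z-score of at least 8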;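 further: Pro5 are CHO cells carrying HIG-tagged alpha-DG that lacks glycosylation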
# Glyco luc inh: N-linked glycosylation inhibition; D54 ERlucT glycosylation luciferase reporter, 24 h; percent of 100 nM tunicamycin response; reporter increase, % at 12.5 µM; actives 0.23% (n = 360,000);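 active means mean luciferase reporter signal, scaled so untreated is 0 and the glycosylation-blocking control 100, at or above a set limit in every replicate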;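 further: luciferase carries N-glycosylation sites so blocking glycosylation raises the light; 0% = median of neutral control wells and 100% = median of 100 nM tunicamycin wells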
# Granule exo inh: lytic granule exocytosis inhibition. TALL-104 LAMP-1 surface exposure, flow cytometry; cells stimulated with thapsigargin and PMA. inhibition, % at 10 µM. actives 0.66% (n = 360,000);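 active means inhibition above about 55%, limit read from the data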
# hiPSC survival: increases survival of single human iPS cells | hiPSC single-cell survival, ATPlite luminescence; 100% = ROCK inhibitor wells, 0% = DMSO | survival enhancement, % at 20 µM | actives 0.044% (n = 360,000); in the data active means survival enhancement above about 18%;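 further: cells exposed to compounds for 16 hours before the ATP read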
# MC4R barr agon: agonists of human melanocortin 4 receptor (MC4R) beta-arrestin | P32245 | U2OS MC4R beta-arrestin complementation, luminescence; percent of melanotan II response, DMSO zero | activation, % at 8.9 µM | actives 0.98% (n = 360,000) | AID 540308;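 active means activation above a per-plate cutoff, the mean activation of sample wells on that plate plus 3 SD, cut at about 8% in these data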
# HTR2A ag: activates the mouse 5-HT2A serotonin receptor. P35363. CHO-K1 mHTR2A beta-arrestin complementation, luminescence; percent of 30 µM serotonin response. activation, % at 7.6 µM. actives 0.66% (n = 360,000). AID 624169;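 active means activation above a run cutoff, the mean activation of all tested compounds plus 3 SD, cut at about 14% in these data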;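 further: 0% = plate median of compound wells and 100% = 30 µM serotonin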
# ABHD5-PLIN5 inh: inhibitors of human ABHD5-perilipin-5 interaction; Q00G26+Q8WTS1; Split G. princeps luciferase complementation, luminescence, 4 h; AID 602281; actives 0.78% (n = 360,000); inhibition, % at 4 µM;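 active means inhibition above the mean inhibition across every tested compound plus 3 SD, cut at about 22% in these data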;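 further: 0% = DMSO only wells and the 100% control is not disclosed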
# Target sequence (Q00G26 whole entry, looked up): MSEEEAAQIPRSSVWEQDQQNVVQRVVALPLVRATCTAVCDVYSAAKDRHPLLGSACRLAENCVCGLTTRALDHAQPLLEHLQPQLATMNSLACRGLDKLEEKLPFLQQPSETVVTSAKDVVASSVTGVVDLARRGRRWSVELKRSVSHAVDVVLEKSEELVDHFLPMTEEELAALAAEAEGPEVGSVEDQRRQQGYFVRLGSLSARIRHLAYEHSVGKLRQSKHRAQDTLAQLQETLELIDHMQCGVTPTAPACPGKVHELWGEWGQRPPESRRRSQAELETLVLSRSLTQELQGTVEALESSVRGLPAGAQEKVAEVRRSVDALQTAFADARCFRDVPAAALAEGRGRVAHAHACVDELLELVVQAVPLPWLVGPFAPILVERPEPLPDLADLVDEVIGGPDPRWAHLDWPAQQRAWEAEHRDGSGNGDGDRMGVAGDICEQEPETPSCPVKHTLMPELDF
# Target sequence (Q8WTS1 whole entry, looked up): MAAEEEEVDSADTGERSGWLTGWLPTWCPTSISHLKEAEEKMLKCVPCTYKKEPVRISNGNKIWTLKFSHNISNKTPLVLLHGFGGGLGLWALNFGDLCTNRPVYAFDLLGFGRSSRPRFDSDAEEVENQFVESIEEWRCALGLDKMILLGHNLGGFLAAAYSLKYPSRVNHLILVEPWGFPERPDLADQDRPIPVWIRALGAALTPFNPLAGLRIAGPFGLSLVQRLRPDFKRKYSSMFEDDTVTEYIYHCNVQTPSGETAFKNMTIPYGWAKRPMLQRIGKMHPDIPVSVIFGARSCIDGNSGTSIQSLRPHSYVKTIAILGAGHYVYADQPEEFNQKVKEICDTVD
# MC4R antag cAMP: blocks human MC4R cAMP signaling; P32245; MC4R-expressing cells, MTII-stimulated cAMP, LANCE TR-FRET; inhibition, % at 6.5 µM; actives 0.48% (n = 360,000); AID 540295;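 active means inhibition above its plate's cutoff, the mean of tested wells on that plate plus 3 SD, cut at about 29% in these data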;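 further: 0% = Melanotan II alone and 100% = Melanotan II plus saturating MCL0020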
#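 Test system: U2OS cells stably expressing human melanocortin 4 receptor (MC4R); also added: Melanotan II challenge; compound: 6.5 µM single dose; timing: 30-min compound preincubation, 1-h Melanotan II challenge, 1-h detection, room temperature; signal: Eu-cAMP/anti-cAMP TR-FRET, emission 671 nm; repeats: one well per compound, no replicates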
# ABCB6 inh 2: blocks the human ABCB6 transporter; Q9NP58; K562-ABCB6 porphyrin accumulation, flow cytometry, 1 h; active compounds read low; fluorescence ratio to DMSO, % at 10 µM; actives 0.19% (n = 360,000);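 active means fluorescence ratio to DMSO below 75%, the collection mean minus 3 SD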;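 further: signal is porphyrin accumulated inside mitochondria; 100% equals median channel fluorescence of DMSO control wells; lower ratio means ABCB6 inhibition with less porphyrin fluorescence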
# * marks the source's active call; other numbers are inactive results; i = inactive.
structure,Cardio protect,aDG glyco up,Glyco luc inh,Granule exo inh,hiPSC survival,MC4R barr agon,HTR2A ag,ABHD5-PLIN5 inh,MC4R antag cAMP,ABCB6 inh 2
CCN1CCc2nc(NC(=O)c3ccc(S(=O)(=O)N(C)C)cc3)sc2C1,8,-1.0,2,0,0.1,-2.3,7,3,3,92
COc1ccc(C(=O)N/C(=C\c2cn(C)c3ccccc23)C(=O)NCCCN2CCOCC2)cc1,-8,0.1,6,16,0.0,-0.3,-4,-3,-4,90
OC(CN1CCN(c2ccc(C(F)(F)F)cn2)CC1)c1ccccc1 (stereo not drawn),-5,0.0,1,10,-0.1,1.3,-4,-3,7,95
CCCCC1CCC(C(=O)Nc2ccccc2)CC1 (stereo not drawn),-4,0.1,2,0,5.2,1.8,1,-4,2,90
O=C(NCCCN1CCOCC1)c1ccc(N2CCOCC2)c([N+](=O)[O-])c1,3,0.2,-1,10,0.5,-3.0,-4,2,6,96
OCc1ccccc1Cn1ccnc1,6,0.5,1,2,-1.5,0.3,-4,-11,6,101
O=C(COc1ccccc1)Nc1nnc(-c2ccco2)o1,0,0.1,1,-1,-0.4,-0.5,0,8,2,93
CSc1nsc(SC)c1C(=O)OCC(F)(F)F,-1,0.2,0,2,1.1,0.4,2,5,-4,99
Cc1cccc2cc(C#N)c(SCC(=O)NNC(=O)Cc3ccccc3)nc12,1,-0.2,-3,-2,-2.8,0.7,8,4,10,100
Cn1ccc(C(=O)OCC(=O)Nc2ccccc2)n1,2,0.1,2,-9,0.7,-0.2,11,0,4,99
COc1ccc2c(c1OC)C(=O)OC2Nn1cncn1 (stereo not drawn),6,-0.1,1,-1,4.3,-1.9,-1,-6,3,103
O=C(c1ccc(S(=O)(=O)NCc2ccco2)cc1)N1CCCC(C(F)(F)F)C1 (stereo not drawn),5,0.1,-2,-8,0.0,-2.1,5,7,10,96

# 3 entries from above, arranged by molar mass, lowest first.
structure,Cardio protect,aDG glyco up,Glyco luc inh,Granule exo inh,hiPSC survival,MC4R barr agon,HTR2A ag,ABHD5-PLIN5 inh,MC4R antag cAMP,ABCB6 inh 2
Cn1ccc(C(=O)OCC(=O)Nc2ccccc2)n1,2,0.1,2,-9,0.7,-0.2,11,0,4,99
COc1ccc2c(c1OC)C(=O)OC2Nn1cncn1 (stereo not drawn),6,-0.1,1,-1,4.3,-1.9,-1,-6,3,103
O=C(c1ccc(S(=O)(=O)NCc2ccco2)cc1)N1CCCC(C(F)(F)F)C1 (stereo not drawn),5,0.1,-2,-8,0.0,-2.1,5,7,10,96

# New compounds follow:
structure,Cardio protect,aDG glyco up,Glyco luc inh,Granule exo inh,hiPSC survival,MC4R barr agon,HTR2A ag,ABHD5-PLIN5 inh,MC4R antag cAMP,ABCB6 inh 2
Cc1ccc(NC(=O)COC(=O)CCn2c(C)csc2=O)c([N+](=O)[O-])c1,-5,-0.2,0,15,0.8,-1.9,-2,5,3,91
O=C(COC(=O)c1n[nH]c(=O)c2ccccc12)NC1CCCCC1,38,0.2,0,1,-2.1,1.0,3,0,12,97
CCOc1ccc(CNC(=O)c2ccc(Sc3ccc(C)cc3)c(NC(C)=O)c2)cc1,-8,-0.1,-5,-5,-1.1,0.1,0,0,1,95
CCOc1ccccc1N(CC(=O)NCc1ccncc1)S(=O)(=O)c1ccccc1,4,0.1,0,18,0.0,-1.3,-4,2,21,95
c1ccc2sc(NC3=NCN(CCN4CCOCC4)CN3)nc2c1,2,-0.2,2,-1,-0.3,-0.4,-4,-1,-2,98
COc1ccc(C(C(=O)NC(C)(C)C)N(C(=O)Cn2nnc3ccccc32)c2ccc(C(C)=O)cc2)cc1O (stereo not drawn),3,0.0,-1,0,0.0,0.6,0,-5,0,98
CC(=O)c1ccc(N2CCN(C(=O)COc3ccccc3F)CC2)c(F)c1,-2,1.2,0,4,-0.8,-2.0,2,0,-4,93
O=C(CC1S/C(=N/N=C2CCCCCC2)NC1=O)Nc1ccccc1C(F)(F)F (stereo not drawn),-1,0.0,0,-3,0.4,-0.5,-2,2,15,99
O=C(CN1C(=O)/C(=C/c2ccccc2F)Sc2ccccc21)NCc1cccnc1,-6,0.1,-4,2,-2.3,6.3,-2,14,-1,107
O=[N+]([O-])c1ccccc1Nc1nc(-c2cccnc2)cs1,1,0.0,-2,18,2.3,0.6,0,0,-9,94
COc1ccc(N2CCN(CCOc3ccc4c(C)cc(=O)oc4c3)CC2)cc1,-1,0.1,1,2,6.2,-1.7,0,3,7,98
CCN(CC(=O)Nc1ccc(OC)cc1)CC(=O)Nc1sc2c(c1C(=O)OC)CCCC2,-8,0.3,-4,-2,-0.2,-0.3,3,-12,-2,94
CCOC(=O)c1cc(C#N)c(N2CCOCC2)nc1-c1ccccc1,-6,0.5,-1,-11,-2.9,0.5,-3,-2,5,96
C#CCN(C[C@@H]1[C@@H](OC(=O)NCCCCCC)[C@@H](OC(=O)NCCCCCC)Cn2c(=O)ccc(=O)n21)S(=O)(=O)c1ccc(C)cc1,-26,-0.3,-20,-20,4.6,2.6,9,34*,7,93
CCOc1ccc2nc(N3CCC(C(=O)N4CCN(c5ccccn5)CC4)CC3)sc2c1,-22,0.5,-2,-1,-0.5,-1.9,4,-5,0,109
Nc1c(-c2ccccc2)cnn1-c1ccccc1,-18,-0.1,-4,9,-0.8,-1.0,-4,1,-4,99
O=C(NCCCn1ccnc1)C(=O)NCC1OCCN1S(=O)(=O)c1ccc(F)cc1 (stereo not drawn),4,4.2,1,4,0.6,-2.0,1,-6,2,93
O=C(CN1CCN(Cc2ccc(Cl)cc2)C1=O)NCc1cccs1,5,0.1,0,2,6.1,-0.2,-1,-5,-10,98
CCOc1cc(/C=N/NC(=O)CN2CCCCC2)ccc1O,0,0.0,-1,4,0.0,-2.1,4,5,5,102
CSCC[C@H](NC(=O)OC(C)(C)C)C(=O)NCC1CCC(C(=O)O)CC1 (stereo partly drawn),1,-0.1,2,-1,1.5,-2.3,3,1,1,100
COC(=O)C1=CN(C2CCCCC2)C=C(C(=O)OC)C1c1ccc2c(c1)OCO2,-1,0.4,-5,4,-2.6,-1.3,1,3,7,99
Cc1ccccc1NC(=O)C1CCN(C(=O)NC2CCCCC2)CC1,-2,-0.2,3,2,0.0,-1.8,-2,1,7,159
Cc1ccc(CN2CCNC(=O)C2CC(=O)N(C)C2CCOCC2)cc1 (stereo not drawn),-4,0.1,2,-3,-0.2,0.9,1,0,9,101
CCOc1ccccc1NC(=S)NCCCn1ccnc1,0,-0.1,0,0,-1.4,-1.4,5,2,-2,98
COc1ccccc1N1CCN(C2CCN(S(=O)(=O)c3ccc(C)cc3)CC2)CC1,-2,0.0,0,-2,-0.6,0.2,-3,-2,-3,99
Cc1oc2c(cc(NS(=O)(=O)c3ccc(C(C)C)cc3)c3ccccc32)c1C(=O)O,-5,0.0,-1,1,-0.7,-0.4,4,-9,-2,101
CC(C)(CNC(=O)CC1C(=O)NCCN1Cc1cccc(F)c1F)N1CCOCC1 (stereo not drawn),-1,-0.4,1,1,0.0,-0.8,12,-3,-3,101
COc1ccc(-c2noc(CCN3C(=O)c4ccccc4C3=O)n2)cc1OC,10,-0.1,3,1,-0.7,1.2,3,-1,6,100
COc1ccc(OC)c(C2=Nn3c(nnc3-c3cc(OC)c(OC)c(OC)c3)SC2)c1,44,-0.4,1,13,4.6,-0.1,15*,7,-41,100
COc1ccccc1Nc1nc(Cl)c(C=O)s1,-1,0.9,-5,1,1.3,2.1,-2,7,-1,238
O=C1NC(Cc2c[nH]c3ccccc23)C(=O)N1CCOc1ccccc1 (stereo not drawn),-1,-0.1,0,-5,-1.3,-1.2,-1,3,2,95
Cc1ccc(C2Nc3ccccc3-c3nc4ccccc4n32)o1 (stereo not drawn),-7,0.7,1,-3,-1.1,2.1,-1,13,17,100
Cc1ccc(NC(=O)CCl)cc1S(=O)(=O)N1CCCCCC1,-13,0.2,19,-1,-0.4,-0.2,0,-4,8,92
COc1ccc(/C=C/C(=O)Oc2ccc(C)cc2)cc1,2,0.2,-1,0,0.2,0.4,2,-5,7,102
C#CC(CC)(CC)NC(=O)/C=C/C(=O)O,0,0.1,0,-3,0.3,-3.0,1,0,3,104
CCCC(C(=O)NCCC(C)C)N(Cc1ccccc1)C(=O)c1snc(C(N)=O)c1N (stereo not drawn),11,0.1,0,19,-0.7,-1.8,-4,2,-2,99
CC1CCc2cc(F)ccc2N1C(=O)c1cccs1 (stereo not drawn),0,-0.5,-2,-1,-0.4,-2.6,-2,-4,-5,99
COc1ccc(Nc2nc3ccc(OC)cc3s2)cc1,-10,-0.1,2,2,-0.3,0.1,-1,0,11,97
O=c1c(C(c2ccc(O)cc2)c2c(O)nc3n(c2=O)CCS3)c(O)nc2n1CCS2,-9,-0.1,2,-1,-0.3,2.4,3,53*,-1,88
CCOC(=O)C1CCCN(C(=O)Cn2ncc3c(=O)oc4ccc(C)cc4c32)C1 (stereo not drawn),20,1.2,2,-5,-1.2,-1.5,-1,-1,6,94
O=C(Cc1c[nH]c2ccccc12)N1CCN(S(=O)(=O)c2cccc(Cl)c2Cl)CC1,0,0.0,-2,-6,-0.5,-2.3,6,-5,12,93
C/C(=N\NC(=O)c1cccnc1)c1c(O)cc(C)oc1=O,-6,-0.1,2,-4,3.2,-3.8,-2,-5,-6,99
CC1CCc2cc(F)ccc2N1S(=O)(=O)c1ccc(Cl)nc1 (stereo not drawn),-4,-0.2,0,-2,-2.3,-0.8,1,-5,3,97
O=[N+]([O-])c1ccc(/C=C/C2=NN(c3ccccc3)C(c3ccco3)C2)o1 (stereo not drawn),-15,-0.3,-2,4,-0.4,-3.1,-5,2,0,i
Cc1ccc(S(=O)(=O)N(C)c2ccc(C(=O)NC3CCCCC3)cc2)cc1,2,-0.6,-3,1,1.9,-0.2,2,-5,0,106
Oc1ccc(/C=N/N2CCN(Cc3ccccc3)CC2)cc1,1,0.9,2,-8,-0.3,-1.3,0,-7,-2,98
CCN(CC)S(=O)(=O)c1ccc(Cl)c(NC(=O)COc2ccc3c(C)cc(=O)oc3c2)c1,-2,-0.2,-1,-4,-1.4,-0.6,-2,8,-2,102
C=Cc1cccc(NC(=O)c2ccc(NC(=O)c3ccco3)cc2)c1,24,0.8,-2,6,-0.5,-4.6,-5,-9,4,97
O=C(c1ccccc1)N1CCN(C2CCCCCC2)CC1,0,-0.1,0,-7,-0.4,-0.4,-1,3,5,103
COc1ccc(-c2csc(NC(=O)COC(=O)c3ccco3)n2)cc1,-4,-0.2,-2,2,-0.2,11*,-1,-2,7,99
CCOCCn1c(=NC(=O)CSCC(=O)N2CCOCC2)sc2cc(OC)ccc21,2,-0.7,2,3,-0.3,-2.6,-1,-5,4,99
CCCOc1ccc(CN(CCC#N)C(=S)NC(=O)c2ccccc2)cc1,16,1.1,3,3,-1.8,-5.5,-5,-12,4,103
COc1ccc(Cl)cc1C(=O)NNC(=O)c1nc2nc(C)cc(C)n2n1,-2,0.1,2,-1,-0.6,0.9,2,2,3,95
Cc1ccc(NC2C(=O)NC(=O)NC2=O)cc1,-2,0.1,2,1,-0.2,1.8,8,44*,2,100

# Screening results: PubChem, several laboratories
